# Bioassay records: PubChem BioAssay, National Center for Advancing Translational Sciences (NCATS)
# Sm TGR inh: inhibitors of Schistosoma mansoni thioredoxin glutathione reductase; Potency, µM (titrated, usually from 114 µM), inactives show at the top dose activity change, negative = inhibition, most hits filed as inhibitors; 3% of 360,000 active; purified TGR, DTNB reduction, TNB absorbance 405 nm; Q962Y6; also: nearly all actives have a fitted effect of over 60% in size
#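 Kinetic colorimetric format: TGR-catalysed, NADPH-driven DTNB reduction monitored via TNB absorbance. Enzyme dispensed at 20 nM; compound exposure 15 min at room temperature before reaction start.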
# TbPYK inhibitor: T. brucei pyruvate kinase inhibition | Q57TT1 | 0.12% of 410,000 active | TbPYK enzyme, Kinase-Glo Plus ATP luminescence, 45 min | Potency, µM (highest dose often 76.8 µM), without a hit: at the top dose activity, negative = inhibition, actives largely listed as inhibitors; also: nearly all actives have a fitted effect of over 50% in size
#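 Assay buffer: 50 mM TEA pH 7.2, 100 mM KCl, 10 mM MgCl2, 0.05% BSA, 0.01% Tween-20. Pyruvate kinase from T. brucei plus substrate met compound, then ADP (130 uM final). Luminescence was read post 45 min RT.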
# LmPK inh: inhibitors of Leishmania mexicana pyruvate kinase; Q27686; 0.37% of 290,000 active; purified LmPK, Kinase-Glo ATP luminescence, 1 h; AID 1721; Potency, µM (highest dose often 57.5 µM), without a hit: at the highest dose activity change, negative = inhibition, hits mostly inhibitors
# Target sequence (Q27686 whole entry, looked up): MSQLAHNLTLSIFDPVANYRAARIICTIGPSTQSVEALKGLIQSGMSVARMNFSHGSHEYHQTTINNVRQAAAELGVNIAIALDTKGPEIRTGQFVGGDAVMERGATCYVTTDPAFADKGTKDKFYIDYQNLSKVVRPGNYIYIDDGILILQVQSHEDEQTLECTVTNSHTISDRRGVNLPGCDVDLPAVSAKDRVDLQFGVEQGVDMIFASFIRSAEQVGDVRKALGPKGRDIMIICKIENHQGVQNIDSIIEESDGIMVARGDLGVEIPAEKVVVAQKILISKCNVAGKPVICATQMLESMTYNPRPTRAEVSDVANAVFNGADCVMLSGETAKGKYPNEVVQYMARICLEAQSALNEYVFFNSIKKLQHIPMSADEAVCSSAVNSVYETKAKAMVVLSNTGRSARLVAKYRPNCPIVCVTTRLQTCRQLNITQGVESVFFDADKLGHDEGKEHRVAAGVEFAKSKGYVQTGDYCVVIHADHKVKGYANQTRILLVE
#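 Purified LmPK (0.1 nM) with 0.5 mM PEP and 0.1 mM ADP in imidazole buffer pH 7.2 with MgCl2/KCl, 1 h at room temperature. ATP formed was read by luciferase luminescence and normalized to no-enzyme and uninhibited controls.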
# HCV inh: blocks hepatitis C virus; Potency, µM (top dose mostly 41.8 µM), for the others: at the top dose activity change, negative = inhibition, hits mostly inhibitors; Huh7.5.1 HCVcc-Cre infection, luciferase reporter, 44 h; 3.4% of 340,000 active
#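 Luciferase read-out (15 sec integration) after a 15 min room-temperature substrate step quantifies HCVcc-Cre infection. Cells, 1,000 per well, had compound added 4 h post-plating, then virus at ~0.5 moi, and were cultured 44 h.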
# Pf growth 96h: P. falciparum growth inhibition at 96 hours; 6.9% of 320,000 active; AID 504834; P. falciparum luciferase reporter growth, 96 h; Potency, µM (titrated, usually from 28.7 µM), inactives show at the top dose activity change, negative = inhibition, most hits filed as inhibitors
#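 Cell-based qHTS: luciferase-tagged P. falciparum in erythrocytes (2% hematocrit, 0.05% parasitemia final) incubated with compounds for 96 hours, 37 C, 5% CO2; luciferase detection reagent then added and luminescence measured.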
# Pf growth 48h: P. falciparum growth inhibition at 48 hours (one generation); 5.9% of 310,000 active; P. falciparum luciferase growth in erythrocytes, 48 h; Potency, µM (doses to about 28.7 µM), without a hit: at the top dose activity change, negative = inhibition, usual class: inhibitors
#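 Read-out is firefly luciferase luminescence from an integrated reporter in P. falciparum, so falling signal marks reduced parasite growth. Infected erythrocytes were at 2% hematocrit and 0.1% parasitemia (final) in Albumax-supplemented RPMI 1640.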
# * = called active by the depositor; i = inactive; ? = inconclusive; . = no result given; [ ] = remark or other dose. Calls follow the shape of the dose curve; as a rule, active = well fitted curve in the direction sought with a large enough effect; inconclusive = small, poorly fitted or top-dose-only effect, or another doubt; inactive = no such curve, though single readings can be large; an effect the other way counts as inactive or inconclusive. % is scaled to controls: 0 for no effect and ±100 for the full control effect; potency is read from the fitted curve at half-maximal effect.
SMILES	Sm TGR inh	TbPYK inhibitor	LmPK inh	HCV inh	Pf growth 96h	Pf growth 48h
O=C(NCc1ccco1)C(=S)N1CCCC1	22%	-4%	0%	-1%	59%[activator][5.75 µM]	6%
COc1cccc(/C=C/C(=O)OCC(=O)NCc2ccc(Cl)cc2)c1	11%	-4%	3%	-6%	20%	0%
Cc1cc(NS(=O)(=O)c2ccc(NC(=S)NC(=O)c3ccncc3)cc2)no1	?	-5%	-1%	4%	0%	2%
COc1ccc(C(=O)Oc2ccc3oc(=O)sc3c2)cc1	14%	-3%	4%	-12%	.	5%
CCCCCCOc1ccc(C(=O)O)cc1C#N	0%	-8%	0%	19%	?	-9%
S=C(NCc1ccco1)Nc1ccc2c(c1)OCCO2	?	-5%	-3%	9%	0%	308%[activator]
CC(C)(C)c1cc(NC(=O)COC(=O)c2nccnc2N)n(-c2ccccc2)n1	-1%	2%	6%	29%	?	-16%
COC(=O)c1c(NC(NC(=O)C(C)C)C(Cl)(Cl)Cl)sc2c1CCCC2 (stereo unspecified)	-13%	4%	2%	?	?	?
O=C(Cn1nnc(-c2ccccc2)n1)Nc1ccc2c(c1)OCO2	7%	-9%	10%	17%	.	14%
COc1ccc(C2C(C(C)=O)=C(O)C(=O)N2CCc2ccccc2)c(OC)c1 (stereo unspecified)	5%	3%	3%	-12%	.	0%
O=c1[nH]c2cc3c(cc2cc1CN(CCCO)Cc1nnnn1Cc1ccc(F)cc1)OCO3	0%	0%	2%	4%	0%	13%
NC(=O)c1ccccc1OCc1nc2ccccc2s1	2%	-1%	-13%	2%	i	291%[activator]
COc1ccc2c(C)c(CC(=O)N3C[C@H]4C[C@@H](C3)c3cccc(=O)n3C4)c(=O)oc2c1C	6%	-11%	0%	2%	?	-1%
COC(=O)CCCC1=CC2=CC(=O)C(C)(OC(=O)c3cccs3)C(=O)C2=CN1C1CCCC1 (stereo unspecified)	-33%	-5%	2%[11.5 µM]	4%	?	?
CC(=O)Oc1ccc(C(=O)[C@H]2[C@H]3C(=O)N(c4ccccc4)C(=O)[C@H]3[C@@H]3C=CC=NN32)cc1	?	-10%	3%	12%	12%	3%
O=S(=O)(Nc1cccc(-c2ccc3nncn3n2)c1)c1cccc(F)c1	3%	-1%	.	14%	4%	23%
O=C(NNC1=Nc2ccccc2SC1)c1ccc(Cl)cc1	1%	0%	9%	?	?	?
CCc1ccccc1NC(=O)CN1C(=O)C2CCCN2c2ncc(Cl)cc21 (stereo unspecified)	8%	5%	1%	?	26%	?
CC(=O)c1ccc(NC(=O)Nc2cccnc2)cc1	6%	-1%	-7%	1%	-89%	-27%
CCOC(=O)N1CCN(CC(=O)c2ccc3c(c2)CCN3)CC1	0%	-12%	0%	7%	222%[activator]	1%
COC(=O)/C=C1\N/C(=N\c2nc(C)cc(C)n2)N(c2ccc(Cl)cc2)C1=O	?	-2%	-1%	14%	?	17%
Cc1cc(=O)oc2c(C)c(OCC(=O)N3CCN(Cc4ccccc4)CC3)ccc12	-6%	0%	2%	?	?	-2%
COc1ccc(-c2nnc(SCC(=O)Nc3ncc(C)s3)n2-c2ccccc2)cc1OC	15%[11.4 µM]	6%	14%	?	.	.
O=C(Nc1ccccc1-c1nc2ccccc2s1)c1ccc(Br)o1	-4%	1%	-1%	-27%	-21%	.
CC(C)(C)c1ccc(-c2nnc(SC3CCOC3=O)n2Cc2ccccc2)cc1 (stereo unspecified)	0%	-8%	4%	33%	13%	-3%
COCCN(C(=O)COC(=O)C(c1ccccc1)c1ccccc1)c1c(N)n(Cc2ccccc2)c(=O)[nH]c1=O	2%	3%	.	-16%	7.4µM*	10µM*
COc1cc(/C=C/C(=O)NC(C)C)ccc1OCc1ccccc1	-12%	1%	1%	?	0%	13µM*
O=[N+]([O-])c1cc(S(=O)(=O)N2CCCCCC2)ccc1Cl	.	2%	2%	11µM*	31%[activator]	-7%
CC1CN(S(=O)(=O)c2ccc(C(=O)Nc3nnc(-c4ccc5c(c4)CCCC5)o3)cc2)CC(C)O1 (stereo unspecified)	-2%	-1%	3%	-14%	-8%	.
O=C(NCc1ccco1)c1ccc2c(c1)C(=O)c1ccccc1-2	13µM*	-6%	-3%	?	.	12%
CCOC(=O)c1ccc(NC(=O)CSc2ccc(-c3ccncc3)nn2)cc1	-11%	-9%	-1%	?	?	-13%
CC(=O)c1ccccc1OCCn1nnc(-c2ccc(C)cc2)n1	1%	-4%	4%	?	-23%	?
Cc1csc(NC(=O)c2cnc3ccccc3n2)n1	10%	4%	1%	8%	179%[activator]	45%[activator]
Clc1ccccc1CNc1ncnc2nc[nH]c12	-3%	2%	-2%	-20%	?	?
CCOC(=O)c1c(C)nc2sc3c(=O)[nH]cnc3c2c1-c1ccc(OC)cc1	-2%	2%	5%	14%	?	?
COc1cc(/C=C2\SC(=O)N(c3ccc(Cl)cc3)C2=O)cc([N+](=O)[O-])c1O	.	-3%	-3%	4%	?	-24%
N=C1/C(=C\c2ccc(OC(=O)c3ccc(F)cc3)cc2)C(=O)N=C2SC(N3CCCC3)=NN12	-12%	-3%	-2%	11%	?	-1%
CC1CCN(C(=O)CCc2nnc(-c3ccccc3)o2)CC1	2%	1%	-6%	19%	?	16%
CN(C(=O)/C=C/c1cnc2ccccc2c1)C1CCCCC1	-13%	4%	0%	-14%	242%[activator]	40%[activator]
O=C(CSC1=NS(=O)(=O)c2cc(Cl)ccc2N1)c1ccc(Cl)cc1	-1%	-4%	.	19%	-12%	13%
O=C(CCC1COc2ccccc2O1)Nc1ncccc1O (stereo unspecified)	-17%	-8%	-5%	-27%	11%	-9%
Cc1nn(CC(=O)Nc2ccncc2)c(C)c1[N+](=O)[O-]	-30%	-5%	0%	25%	-10%	2%
Cc1cc(=O)n2nc(N3CCCC3C(=O)Nc3ccccc3C)sc2n1 (stereo unspecified)	3%	2%	2%	6%	-5%	55%[activator]
Cc1ccnc(NC(=O)c2ccc3c(c2)C(=O)N(CC2CCCO2)C3=O)c1 (stereo unspecified)	.	0%	-24%	-3%	-39%[5.75 µM]	22%
COc1ccc(OC)c(C2C(C#N)=C(N)N(N(C)C)C3=C2C(=O)CCC3)c1 (stereo unspecified)	-11%	-11%	-1%	-6%	37%	-3%
Cc1cccc(OCC(=O)O/N=C(\N)Cc2ccc([N+](=O)[O-])cc2)c1	-13%	3%	0%	?	?	-11%
CCOC(=O)N1CC=C2C(C#N)=C(N)C(C#N)(C#N)[C@H](c3ccc(OCC)c(OCC)c3)[C@H]2C1	-31%	2%	8%	?	8%	5.2µM*
Cc1cccc(NC(=O)N2CCN(Cc3ccc4c(c3)OCO4)CC2)c1C	0%	13%	0%	13%	?	7%
S=c1nc[nH]c2c1ncn2C1CCCC1	-6%	?	-1%	4%	?	-12%
Cc1cc(C(=O)Nc2cccnc2)cs1	1%	1%	-6%	13%	14%	62%[activator]

# New compounds follow:
SMILES	Sm TGR inh	TbPYK inhibitor	LmPK inh	HCV inh	Pf growth 96h	Pf growth 48h
Cn1c(SCC(=O)Nc2ccc3c(c2)OCO3)nnc1-c1cnccn1	4%	4%	-7%	0%	2%	-10%
Cc1cc(N(CCO)CCO)nc(-n2nc(C)cc2C)n1	?	2%	1%	-10%	13%	16%
O=C(O)Cc1cn(Cc2cccc(Cl)c2)c2ccccc12	-15%	-5%	11%	29%	23%	.
CC(C)(C)OC(=O)[C@H](Cc1ccccc1)NC(=O)c1nc[nH]c1C(=O)N1CCc2ccccc2C1	2%	2%	5%	-10%	0%	-36%
COc1ccc2c(Cl)c(C(=O)NCCCn3ccnc3)sc2c1Cl	1%	-2%	-4%	?	?	10µM*
CCOC(=O)C1CCCN(C(=O)c2cc(S(=O)(=O)Nc3ccccc3OC)ccc2C)C1 (stereo unspecified)	-3%	5%	8%	10µM*	?	?
CCOCC(=O)Nc1c(C(=O)OCC)oc2ccccc12	-7%	6%	4%	-6%	-5%	34%[activator]
c1ccc(-c2nnc(-c3ccccn3)nc2NC2CCCCC2)cc1	0%	3%	-8%	1.6µM*	.	0.93µM*
CC1C(=O)C(C)C(c2ccc(O)cc2)NC1c1ccc(O)cc1 (stereo unspecified)	-10%	0%	6%	3%	?	6.6µM*
CCS(=O)(=O)N1Cc2ccccc2CC1C(=O)Nc1nc2ccccc2[nH]1 (stereo unspecified)	-7%	6%	-5%	3%	51%[activator]	15%
CCN1CCN(c2ncc3c(n2)CC(c2ccc(OC)c(OC)c2)CC3=O)CC1 (stereo unspecified)	-5%	-8%	8%	?	?	-9%
COCc1cc(C)nc2sc3c(=O)n(Cc4ccco4)nnc3c12	-10%	-2%	10%	-6%	?	.
CC(C)Cc1[nH]c(=O)c(C#N)c2c1CCC2	-3%	5%	2%	-17%	?	37%[activator]
Cc1c(NC(=O)COC(=O)C23CC4CC(CC(O)(C4)C2)C3)c(=O)n(-c2ccccc2)n1C	-4%	5%	-5%	25%	-36%[5.75 µM]	0%

# Single records (already shown):
# `CC1C(=O)C(C)C(c2ccc(O)cc2)NC1c1ccc(O)cc1` (stereo unspecified) is listed as Sm TGR inh: -10%; TbPYK inhibitor: 0%; LmPK inh: 6%; HCV inh: 3%; Pf growth 96h: ?; Pf growth 48h: 6.6µM*
# `CC(C)Cc1[nH]c(=O)c(C#N)c2c1CCC2` is listed as Sm TGR inh: -3%; TbPYK inhibitor: 5%; LmPK inh: 2%; HCV inh: -17%; Pf growth 96h: ?; Pf growth 48h: 37%[activator]

# An excerpt from above in order of length of the SMILES, rising:
SMILES	Sm TGR inh	TbPYK inhibitor	LmPK inh	HCV inh	Pf growth 96h	Pf growth 48h
O=C(NCc1ccco1)c1ccc2c(c1)C(=O)c1ccccc1-2	13µM*	-6%	-3%	?	.	12%
CC(C)(C)c1cc(NC(=O)COC(=O)c2nccnc2N)n(-c2ccccc2)n1	-1%	2%	6%	29%	?	-16%
CCOC(=O)N1CC=C2C(C#N)=C(N)C(C#N)(C#N)[C@H](c3ccc(OCC)c(OCC)c3)[C@H]2C1	-31%	2%	8%	?	8%	5.2µM*

# In the list so far, these contain an aryl thioether with sulfur outside any ring.
SMILES	Sm TGR inh	TbPYK inhibitor	LmPK inh	HCV inh	Pf growth 96h	Pf growth 48h
COc1ccc(-c2nnc(SCC(=O)Nc3ncc(C)s3)n2-c2ccccc2)cc1OC	15%[11.4 µM]	6%	14%	?	.	.
CC(C)(C)c1ccc(-c2nnc(SC3CCOC3=O)n2Cc2ccccc2)cc1 (stereo unspecified)	0%	-8%	4%	33%	13%	-3%
CCOC(=O)c1ccc(NC(=O)CSc2ccc(-c3ccncc3)nn2)cc1	-11%	-9%	-1%	?	?	-13%
Cn1c(SCC(=O)Nc2ccc3c(c2)OCO3)nnc1-c1cnccn1	4%	4%	-7%	0%	2%	-10%

# Copied from the results shown for reference:
SMILES	Sm TGR inh	TbPYK inhibitor	LmPK inh	HCV inh	Pf growth 96h	Pf growth 48h
c1ccc(-c2nnc(-c3ccccn3)nc2NC2CCCCC2)cc1	0%	3%	-8%	1.6µM*	.	0.93µM*
CC1C(=O)C(C)C(c2ccc(O)cc2)NC1c1ccc(O)cc1 (stereo unspecified)	-10%	0%	6%	3%	?	6.6µM*
